# PPARg SRC1 recr: promotes SRC-1 coactivator recruitment by human PPARgamma; PPARgamma-SRC-1 coactivator recruitment biochemical assay; activation, % at 8 µM; 200,000 compounds, 0.41% hits; in the data active = activation above about 19%;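 also: 0% = DMSO and 100% = reference agonist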
# Target sequence (P37231 whole entry, looked up): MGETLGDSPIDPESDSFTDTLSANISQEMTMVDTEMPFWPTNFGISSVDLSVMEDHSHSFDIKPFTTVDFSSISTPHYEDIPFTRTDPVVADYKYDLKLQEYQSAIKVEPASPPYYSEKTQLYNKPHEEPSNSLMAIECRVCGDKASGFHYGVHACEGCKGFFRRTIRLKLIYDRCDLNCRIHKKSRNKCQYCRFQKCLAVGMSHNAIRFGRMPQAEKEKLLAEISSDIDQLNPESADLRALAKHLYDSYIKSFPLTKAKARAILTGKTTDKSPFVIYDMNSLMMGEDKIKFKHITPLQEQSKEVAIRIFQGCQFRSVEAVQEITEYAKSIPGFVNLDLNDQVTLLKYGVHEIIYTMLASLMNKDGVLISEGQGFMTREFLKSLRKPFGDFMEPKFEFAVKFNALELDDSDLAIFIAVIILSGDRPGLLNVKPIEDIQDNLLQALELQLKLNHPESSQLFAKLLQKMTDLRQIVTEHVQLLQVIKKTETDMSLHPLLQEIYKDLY
# STAT1 blocker: reduces IFN-gamma driven STAT1 reporter signal; 200,000 compounds, 0.35% hits; NIH 3T3 STAT1-luciferase reporter, luminescence; inhibition, % at 5.5 µM;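 active = inhibition above a set limit, the mean inhibition across all tested compounds plus 3 SD, cut at about 34% in these data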;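 also: 0% = IFN-gamma with DMSO and 100% = IFN-gamma with 300 µM nifuroxazide; values of inactives mirror those of a sister screen read the other way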
# PPARg SRC3 recr: PPARgamma-driven SRC-3 recruitment agonism. activation, % at 8 µM. AID 731. biochemical PPARgamma/SRC-3 coactivator recruitment assay. 200,000 compounds, 0.26% hits. P37231; in the data active = activation above about 23%;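 also: 0% = DMSO and 100% = reference agonist; some compounds past the cut are filed as inactive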
# TR-FRET SRC-2 ct: flags TR-FRET format artefacts in PPARgamma SRC-2 recruitment agonist screen. TR-FRET artefact counter-screen; active compounds read high. TR-FRET ratio at 8 µM. 200,000 compounds, 0.4% hits. AID 1049; in the data active = TR-FRET ratio above about 2000; also: inactives centre near 1500; reference of the scale not given here
# bIAP activator: intestinal alkaline phosphatase (bovine) activation; 200,000 compounds, 0.17% hits; purified bovine IAP, CDP-star luminescence, 30 min; active compounds read high; fold of DMSO-control signal, blank-subtracted; AID 1016; activation factor at 20 µM;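 active = activation factor of 2 or more at 20 µM, a signal rise over negative controls twice the positive control's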
# bIAP inh: intestinal alkaline phosphatase (bovine) inhibition | purified bovine IAP, CDP-star luminescence, 30 min | inhibition, % at 20 µM | 190,000 tested, under 10 active;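 active = over 50% inhibition of intestinal alkaline phosphatase at 20 µM in the single-dose screen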
#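 Assay system: bovine IAP enzyme; medium: DEA buffer 100 mM, pH 9.8, with MgCl2 1.0 mM, ZnCl2 0.02 mM; doses: 20 µM single dose; incubation: enzyme reaction for 30 min at room temperature; detection: CDP-star luminescence signal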
# STAT3 activator: STAT3 signaling activation | U3A cells, IL-6 STAT3-luciferase reporter, luminescence; 100% = signal with IL-6 EC80 alone | activation (% of control), % at 5.6 µM | 190,000 compounds, 0.91% hits | AID 871;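 active = activation above the screen-wide mean of compound activation plus 3 SD, cut at about 130% in these data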;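 also: 0% = background luminescence of wells with medium and substrate only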
#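 Material: human U3A cells carrying STAT3-luciferase construct. Measured by: reporter luminescence signal. Timing: compound 1 h, then IL-6 6 h at 37 °C.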
# STAT3 inh: reduces IL-6 driven STAT3 reporter signal; U3A cells, IL-6 STAT3-luciferase reporter, luminescence; host cell line lacks STAT1; inhibition, % at 5.5 µM; 190,000 compounds, 0.89% hits;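 active = inhibition above the mean inhibition across all screened compounds plus 3 SD, cut at about 44% in these data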;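 also: 0% = DMSO only wells and 100% = 100 µM nifuroxazide control wells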
# PPARg SRC-2 ag: promotes SRC-2 coactivator recruitment by human PPARgamma; PPARgamma LBD-SRC-2 recruitment, biochemical; activation, % at 8 µM; 200,000 compounds, 0.34% hits; in the data active = activation above about 22%;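 also: 0% = vehicle and 100% = reference agonist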
# ROMK mod: modulates human ROMK potassium channel activity; AID 1918; B-score at 10 µM; P48048; Tet-inducible ROMK, thallium flux fluorescence; actives lie on both sides; 130,000 compounds, 2% hits;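 active = signal ratio slope over the read window, or its plate-corrected B-score, at least 3 SD from the plate mean, either direction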;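 also: B-score of the F/F0 ratio slope over 7 to 12 s after thallium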
# Target sequence (P48048 whole entry, looked up): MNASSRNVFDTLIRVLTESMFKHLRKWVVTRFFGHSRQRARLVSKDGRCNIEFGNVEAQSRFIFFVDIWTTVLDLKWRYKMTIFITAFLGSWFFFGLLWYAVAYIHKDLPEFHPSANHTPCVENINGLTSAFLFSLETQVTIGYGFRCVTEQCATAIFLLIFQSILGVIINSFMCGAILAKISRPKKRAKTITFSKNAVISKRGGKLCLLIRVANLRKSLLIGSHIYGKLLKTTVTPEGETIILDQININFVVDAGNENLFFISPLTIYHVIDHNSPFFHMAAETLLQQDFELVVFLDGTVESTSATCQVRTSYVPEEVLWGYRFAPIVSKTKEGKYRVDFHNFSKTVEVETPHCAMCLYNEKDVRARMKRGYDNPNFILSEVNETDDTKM
# TNAP act hi DEA: activators of human TNAP at high phosphate acceptor concentration. P05186. purified TNAP, CDP-star luminescence, 1 M DEA, 30 min; active compounds read high; 0 = EDTA background, 1 = DMSO-only activity. activation factor at 20 µM. 200,000 tested, under 10 active;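 active = activation factor at least 2 at 20 µM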
#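 Test system – human TNAP · Doses – 20 µM single point · Incubation – 30 min, room temperature · Signal – luminescent substrate turnover signal · Read-out basis – activation factor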
# * = called active by the depositor; nt = no result given. The order is random; overall some 3.7% were active at least once.
SMILES,PPARg SRC1 recr,STAT1 blocker,PPARg SRC3 recr,TR-FRET SRC-2 ct,bIAP activator,bIAP inh,STAT3 activator,STAT3 inh,PPARg SRC-2 ag,ROMK mod,TNAP act hi DEA
O=C(NCCN1CCOCC1)c1noc2c1CCc1ccccc1-2,1,-19,-3,1442,0.9,6,107,-2,7,nt,1
CC(C)c1ccccc1OCCNC(=S)NC(=O)c1cccnc1,-8,2,-4,1491,1,1,110,-6,-1,-1.1,1
CCOc1cc(/C=C(\C#N)C(=O)NCC2CCCO2)ccc1O (stereo unspecified),-4,-3,1,1533,1.6,-61,99,-1,-1,-0.98,0.8
COc1ccc(Nc2nc3ccccc3nc2NS(=O)(=O)c2cccs2)cc1,-4,13,-6,1647,1,3,81,26,9,nt,1
O=C1C(Cl)=C(N2CCN(c3ccccc3[N+](=O)[O-])CC2)C(=O)c2ccccc21,-9,-4,5,1386,0.7,26,145*,-52,0,-1.5,0.9
Cc1cc(C)nc(SCc2ccc(C(=O)N/N=C/c3cccc(O)c3O)cc2)n1,2,-9,0,1629,1.4,-37,114,-12,-2,0.87,0.9
CC(=O)Nc1ccc(C(=O)CSc2nnnn2C(C)C)cc1,3,-6,-2,1595,0.9,12,105,1,5,nt,1.1
Cc1ccc(SCc2[nH]nc3c2C(c2ccc(C)o2)C(C#N)=C(N)O3)cc1 (stereo unspecified),6,8,11,1509,0.9,6,94,11,3,-0.78,1
Cc1ccccc1Cn1nc(C)c(NC(=O)c2sc3ccccc3c2Cl)c1C,4,1,4,1503,1,-2,104,1,8,nt,1
CN(C)c1nc(N)nc(CSc2n[nH]c(-c3ccccc3)n2)n1,2,-6,-14,1772,1.1,-12,104,-3,10,-0.23,1
O=C(c1ccccc1Oc1ccccc1)N1CCN(c2ccc(F)cc2)CC1,-5,-1,-2,1732,1,4,93,19,0,nt,1.1
COCCCNC(=O)CCn1c(=O)c2ccccc2n(CC(=O)Nc2cc(Cl)ccc2C)c1=O,0,-1,-6,1528,0.9,8,100,6,4,nt,1
CCOc1ccc(/C=C/c2c([N+](=O)[O-])c(=O)n(C)c(=O)n2C)cc1,-5,9,-3,1390,1.1,-9,96,6,2,-1,1
COc1ccc(NC(=O)Cn2nnc(C(=O)NCc3ccccc3)c2N)cc1Cl,-9,4,-2,1533,0.9,6,110,-7,-3,0.16,1
COC(=O)c1cc(NCc2ccccc2F)ccc1N1CCOCC1,1,-5,9,1657,1,3,102,3,5,0.52,1.1
CC1CCN(c2ccc(C(=O)Nc3nnc(C4CC4)s3)cc2[N+](=O)[O-])CC1,10,-3,1,1620,1,-2,102,-3,-5,nt,1
Cc1cc(C)n(-c2ccc([N+](=O)[O-])cc2)n1,0,-3,0,1496,0.9,11,103,0,-4,-0.46,1
O=C(Oc1ccc(Cl)c2cccnc12)c1cccc([N+](=O)[O-])c1,8,-3,3,1708,0.8,18,111,-15,12,nt,1
CSc1ccc(C(=O)C2CCCN(C(=O)c3cc4cc(F)ccc4[nH]3)C2)cc1 (stereo unspecified),9,-20,2,2021*,1,-2,132,-35,9,0.17,1.1
C=CCOc1cccc(C(=O)N2CCCC(CNS(=O)(=O)c3cccs3)C2)c1 (stereo unspecified),1,-8,-4,1580,1,-4,110,-6,-13,-0.014,1
CCCC1CCC(c2ccc(C(N)=O)cc2)CC1 (stereo unspecified),2,2,-1,1723,0.8,20,100,5,21,nt,1
O=C(CCN1C(=O)c2ccccc2C1=O)NC(=S)Nc1ccccc1,-3,1,0,1415,0.9,5,92,6,2,nt,1
CCN(CC)C(=O)CCc1nnc(CCc2c[nH]c3ccccc23)o1,-3,-5,-2,1516,1,4,109,-4,5,-0.98,1.1
COc1ccc2c(c1)c1nc3ccccc3nc1n2Cc1ccc(OC)c(OC)c1,7,-3,0,1530,1,-2,108,-7,-4,-1.6,0.9
COc1cccc(NC(=O)C(=O)NCc2ccncc2)c1,-1,-33,6,1624,1.2,-18,97,10,4,0.49,1.1
CC1CCN(c2nnc(N)s2)CC1,-4,4,7,1590,1,-2,102,2,2,nt,1
CC(C)CC(NC(=O)OC(C)(C)C)c1cn([C@@H](Cc2cc3ccccc3[nH]2)C(=O)N2CCN(C(=O)OC(C)(C)C)CC2)nn1 (stereo partly specified),10,12,3,1681,1,-1,nt,nt,2,nt,1
COC(=O)CCC(=O)NN1C(=O)c2ccccc2C1=O,-2,-3,0,1461,0.9,11,98,11,-2,2,1
COc1ccc(N2CCN(c3oc(COc4ccc(Cl)cc4Cl)nc3C#N)CC2)cc1,0,-11,-8,1500,0.9,10,95,10,-5,-0.83,1.1
CCOC(=O)CNC(=O)CSc1nc2ncc(Br)cc2[nH]1,-3,12,-6,1358,1,-1,106,-3,-1,nt,1
CCCNC(=O)CN(Cc1ccco1)S(=O)(=O)c1ccc(OCC)cc1,1,-7,-1,1304,0.9,6,105,3,-11,0.043,1
Cc1cc(C)nc(/N=C2\NC(=O)CC(C(=O)O)N2c2ccc(Oc3ccccc3)cc2)n1 (stereo unspecified),0,-1,10,1449,0.9,5,102,0,10,nt,1
CCOC(=O)C/C(C)=N/NC(=O)c1cccs1,-1,-31,-2,1397,0.9,8,111,-9,5,0.71,1.1
CCCCn1c(N)c(N(CCC(C)C)C(=O)COC(=O)c2ccco2)c(=O)[nH]c1=O,4,3,2,1595,1,3,101,4,1,nt,1.1
CC(=O)Nc1ccc2nc(-c3cccnc3)[nH]c2c1,1,2,-2,1376,0.9,8,105,1,0,-0.62,1
O=C(OCc1nnc(-c2ccccc2)o1)c1ccc(Cl)cc1,-9,-2,-1,1305,0.9,5,94,10,-4,-0.64,1.1
COc1ccccc1C(c1nnnn1C(C)(C)C)N1CCCCCC1 (stereo unspecified),4,6,10,1651,1,-3,106,2,2,-0.78,1.1
CC(=O)Oc1ccc(C(=O)Nn2cnnc2)cc1,0,13,-7,1506,nt,nt,99,5,10,0,nt
COc1ccc(-c2cc(=NC(CC(C)C)C(=O)O)c3cc(C)ccc3o2)cc1 (stereo unspecified),3,-63,2,1620,0.9,15,90,16,-1,0.83,1.1
COc1ccccc1NC(=O)c1cc(S(=O)(=O)N2CCOCC2)ccc1Cl,-2,-1,-4,1507,1,-4,98,2,-4,nt,1.1
O=C(CCCn1c(=O)[nH]c2cc(Cl)ccc2c1=O)NCCCN1CCCC1,1,-3,-8,1588,1,-3,103,-5,5,-0.18,1
O=C(O)c1c(-c2ccc(Cl)cc2)cn2ccccc12,2,-38,-1,1280,1,0,112,-14,-1,1.2,1.1
Cc1ccc(S(=O)(=O)NNC(=O)Nc2ccc(Cl)c(Cl)c2)cc1,-5,0,0,1404,0.9,10,92,14,4,-0.52,1
Cc1ccc(C(=O)NCc2ccccc2)cc1Br,-6,-7,-1,1395,1,-4,101,7,1,-1,1
CCCc1ccc(C(C)NC(=O)c2cnccn2)cc1 (stereo unspecified),1,15,3,1516,0.9,5,85,22,6,-0.12,1
COc1ccc(C(C)=O)cc1COc1nc(C)nc2ccccc12,8,5,9,1604,0.9,12,98,5,5,-1.1,1
O=C(CSc1nnc(-c2cccs2)n1Cc1ccccc1)NCc1ccc2c(c1)OCO2,2,4,8,1447,1,-3,107,-7,4,0.17,1
Cn1c(=O)oc2cc(S(=O)(=O)N3CCCC3)ccc21,9,-8,-5,1655,1,-2,104,4,-2,nt,1.1
O=C(O)Cn1ncn(-c2ccc(OC(F)(F)F)cc2)c1=O,2,-3,5,1628,1.1,-10,99,5,3,0.37,1
O=S(=O)(Nc1nc(CN2CCOCC2)nc2sc3c(c12)CCCC3)c1cc(F)ccc1F,2,-8,19,1464,1,2,103,1,5,0.58,1
CCCOC(=O)c1ccc(NC(=O)C(CC)CC)cc1,7,-14,8,1594,0.9,12,100,3,5,nt,1
Brc1ccc(-c2nnc(-c3ccccc3)c(N3CCSCC3)n2)cc1,10,-9,5,1828,0.9,13,125,-26,6,nt,1
CCOC(=O)NC(=O)C(=CNc1ccccc1C)C(=O)NC(=O)OCC,0,-3,-2,1678,0.9,9,100,-2,13,0.021,1
CC(NC(=O)CC(O)(C(F)(F)F)C(F)(F)F)c1ccccc1 (stereo unspecified),-3,5,1,1498,0.9,5,102,-1,3,nt,1
Cn1cc(-c2ccccc2)cc(C#N)c1=O,6,-3,2,1507,1,-3,100,2,4,0.31,1
NC(=O)c1c(-c2ccccc2)oc2ccc(O)cc12,5,-15,-7,1314,0.9,12,86,19,-2,0.27,1
COc1cccc2cc(C(C)=O)c(=O)oc12,-6,4,8,1447,0.7,32,104,-1,1,1.3,1
Cc1ccccc1-n1cnnc1SCC(=O)Nc1cccnc1Cl,10,7,-1,1701,1,0,95,11,4,-0.068,1
COc1ccc(Cl)cc1C(=O)NCc1cn(C)nc1C,1,6,-1,1671,1,3,101,3,8,nt,1.1
CCn1cc(C(=O)Nc2ccc(NC(=O)c3ccco3)cc2)c(=O)c2ccc(C)nc21,1,4,4,1493,0.9,8,102,-6,4,0.052,1
# Additional records.
SMILES,PPARg SRC1 recr,STAT1 blocker,PPARg SRC3 recr,TR-FRET SRC-2 ct,bIAP activator,bIAP inh,STAT3 activator,STAT3 inh,PPARg SRC-2 ag,ROMK mod,TNAP act hi DEA
COc1ccccc1S(=O)(=O)Cc1ccc(C(=O)N2CCN(c3ccccn3)CC2)o1,9,-2,3,1646,1.1,-11,100,-1,3,nt,1
O=C(Nc1cccc(F)c1)/C(=C\c1cccnc1)NC(=O)c1ccco1,1,-9,5,1605,1,5,104,0,12,0.11,1
CC(C)CC(c1nnnn1C(C)(C)C)N1CCN(C2CCCC2)CC1 (stereo unspecified),-2,1,-10,1635,1,-3,99,6,7,nt,1
COC(=O)c1cc(OC)c(OC)cc1NC(=O)CCCCCN1C(=O)CCC1=O,0,1,9,1518,1,4,99,1,8,nt,1

# Five successive records already listed, for reference:
SMILES,PPARg SRC1 recr,STAT1 blocker,PPARg SRC3 recr,TR-FRET SRC-2 ct,bIAP activator,bIAP inh,STAT3 activator,STAT3 inh,PPARg SRC-2 ag,ROMK mod,TNAP act hi DEA
COc1cccc2cc(C(C)=O)c(=O)oc12,-6,4,8,1447,0.7,32,104,-1,1,1.3,1
Cc1ccccc1-n1cnnc1SCC(=O)Nc1cccnc1Cl,10,7,-1,1701,1,0,95,11,4,-0.068,1
COc1ccc(Cl)cc1C(=O)NCc1cn(C)nc1C,1,6,-1,1671,1,3,101,3,8,nt,1.1
CCn1cc(C(=O)Nc2ccc(NC(=O)c3ccco3)cc2)c(=O)c2ccc(C)nc21,1,4,4,1493,0.9,8,102,-6,4,0.052,1
COc1ccccc1S(=O)(=O)Cc1ccc(C(=O)N2CCN(c3ccccn3)CC2)o1,9,-2,3,1646,1.1,-11,100,-1,3,nt,1
